Compound activity from PubChem.
NPC1 promoter act: NPC1 promoter activation | hit rate 2.4% among 320,000 | Potency, µM (top dose mostly 9.22 µM), without a hit: at the highest dose activation, actives largely listed as activators | Huh7 NPC1 promoter luciferase reporter, 24 h;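 note: potency is the fitted concentration of half-maximal effect; % of control where 0% means no effect; nearly all actives have a fitted effect of over 60% in size; reporter is driven by a mutant NPC1 promoter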
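Cells: Huh7 expressing luciferase under the NPC1 promoter, 1500/well. Seeded 2 h, compound added, incubated 24 h at 37 °C. Luciferase reagent, 10 min ambient, then luminescence.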
PKM2 act: increases activity of human pyruvate kinase M2 | purified PKM2, Kinase-Glo ATP luminescence, activation; response scale: 0% is enzyme alone, no compound | AID 1631 | hit rate 0.34% among 260,000 | Potency, µM (doses to about 57.5 µM), without a hit: top-dose activation, usual class: activators; note: potency is the fitted concentration of half-maximal effect; % is set by controls: 0 for no effect and ±100 for the full control effect; nearly all actives have a fitted effect of over 55% in size
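hPK-M2, >95% pure; 0.1 mM ADP / 0.5 mM PEP final; imidazole pH7.2 buffer w/ 7 mM MgCl2, 50 mM KCl; 1 h RT; Kinase-Glo lum. Intermediate enzyme activity for dual inhibitor/activator qHTS.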
MBNL1-CUG inh: inhibitors of human MBNL1 binding to CUG repeat RNA; Potency, µM (titrated, usually from 57.5 µM), without a hit: at the top dose activity change, negative = inhibition, most hits filed as inhibitors; hit rate 0.036% among 280,000; Q9NR56; TR-FRET MBNL1-His/biotin-(CUG)12 binding, 665/545 ratio; active = well fitted inhibition curve with a large enough effect in the signal ratio, with a control signal flat, not every such curve was filed as active; inconclusive = small, poorly fitted or top-dose-only effect, or effect the other way, or a change in a side signal; inactive = no such curve, though single readings can be large or run the other way; the % refers to the signal ratio; note: potency is the fitted concentration of half-maximal effect; % is set by controls: 0 for no effect and ±100 for the full control effect
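TR-FRET readout: Ex 340 nm, 665/545 nm emission ratio, normalized to buffer-only (basal) and MBNL1-(CUG)12 controls. Complex of MBNL1-His with Biotin-(CUG)12, compounds 92 nM–58 uM, incubated 60 min at room temperature.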
Gal4-VP16 FLuc: Gal4-VP16 reporter inhibition counter-screen. Potency, µM (top dose mostly 53.6 µM), for inactives: top-dose activity, negative = inhibition, hits mostly inhibitors. Drosophila S2 Gal4-VP16 UAS-luciferase, luminescence, 20 h. hit rate 3.5% among 310,000;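 note: Gal4-VP16 expression switched on by copper sulfate through the metallothionein promoter; potency is the fitted concentration of half-maximal effect; % is set by controls: 0 for no effect and ±100 for the full control effect; nearly all actives have a fitted effect of over 50% in size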
Menin MLL FP TR: inhibitors of human menin-MLL interaction, mutant MLL peptide; O00255; Menin + Texas Red MLL mutant peptide, fluorescence polarization; Potency, µM (doses to about 61.6 µM), without a hit: top-dose FP activity change, negative = inhibition, usual class: inhibitors; hit rate 0.23% among 270,000; AID 1768; active = well fitted inhibition curve with a large enough effect in the polarisation, with a control signal flat, not every such curve was filed as active; inconclusive = small, poorly fitted or top-dose-only effect, or effect the other way, or a change in a side signal; inactive = no such curve, though single readings can be large or run the other way; the % refers to the polarisation; note: potency is the fitted concentration of half-maximal effect; % of control where 0% means no effect; many of its hits are not listed in these tables
Rab9 prom act: activates the Rab9 promoter; Huh7 Rab9 promoter-luciferase reporter, luminescence, 24 h; Potency, µM (top dose mostly 9.22 µM), for the others: at the top dose activation, negative = inhibition, most hits filed as activators; hit rate 2.8% among 320,000; note: potency is the fitted concentration of half-maximal effect; % of control where 0% means no effect; nearly all actives have a fitted effect of over 60% in size
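Stable Rab9-luc Huh7, 1500 cells/well, 2 h settle; cmpd in DMSO, 24 h, 37 °C/5% CO2; luciferase reagent 10 min RT; luminescence.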
RORgamma inh: inhibitors of mouse ROR gamma transcriptional activity; P51450; Drosophila S2 Gal4-RORgamma UAS-luciferase reporter, 20 h; Potency, µM (doses to about 53.6 µM), for inactives: at the top dose activity change, negative = inhibition, most hits filed as inhibitors; hit rate 5.4% among 310,000; AID 2551; note: potency is the fitted concentration of half-maximal effect; % is set by controls: 0 for no effect and ±100 for the full control effect; nearly all actives have a fitted effect of over 60% in size
Target sequence (P51450 whole entry, looked up, the tested form may be a part): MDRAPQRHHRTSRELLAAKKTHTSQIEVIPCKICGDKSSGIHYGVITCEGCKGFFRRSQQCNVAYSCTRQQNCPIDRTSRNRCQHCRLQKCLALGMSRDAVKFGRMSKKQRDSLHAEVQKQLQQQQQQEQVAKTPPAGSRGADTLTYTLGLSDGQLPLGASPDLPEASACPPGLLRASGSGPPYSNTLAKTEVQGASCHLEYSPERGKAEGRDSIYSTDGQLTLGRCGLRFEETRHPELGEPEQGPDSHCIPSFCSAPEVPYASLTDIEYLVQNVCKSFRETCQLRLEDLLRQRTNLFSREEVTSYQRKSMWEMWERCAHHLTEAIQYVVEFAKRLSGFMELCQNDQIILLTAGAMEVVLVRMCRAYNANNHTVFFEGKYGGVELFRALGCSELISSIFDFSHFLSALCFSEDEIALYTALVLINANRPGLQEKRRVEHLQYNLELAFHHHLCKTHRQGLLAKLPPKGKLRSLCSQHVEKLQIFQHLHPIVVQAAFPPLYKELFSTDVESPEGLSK
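Luminescence from a UAS-regulated Photinus luciferase reporter in stably transfected Drosophila Schneider cells is measured; decreased signal marks ROR gamma inhibition. Fusion expression is induced by 700 uM copper sulfate for 20 hr.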
ELG1 DNA repair: ELG1-dependent DNA repair inhibition; AID 504467; Potency, µM (top dose mostly 46.1 µM), inactives show top-dose activity change, negative = inhibition, most hits filed as inhibitors; HEK293T ELG1-luciferase reporter, luminescence, 16 h; DNA damage induced by 5-fluorouridine; hit rate 2.3% among 330,000; note: potency is the fitted concentration of half-maximal effect; % is set by controls: 0 for no effect and ±100 for the full control effect; nearly all actives have a fitted effect of over 55% in size
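Reporter activity after DNA damage by 5-fluorouridine is monitored. Compound-treated cells incubate 16 hr at 37 °C, then ONE-Glo is added for 30 min before luminescence reading.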
Mito fusion yeast: blocks mitochondrial division or promotes mitochondrial fusion; hit rate 0.23% among 320,000; S. cerevisiae fusion-defective mutant growth rescue, CellTiterGlo 48 h; AID 485298; Potency, µM (titrated, usually from 46.1 µM), for inactives: top-dose growth rescue (activation), most hits filed as activators;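 note: potency is the fitted concentration of half-maximal effect; % of control where 0% means no effect; nearly all actives have a fitted effect of over 45% in size; temperature-sensitive fusion mutants such as fzo1-1 at 37 °C on non-fermentable ethanol glycerol medium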
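Luminescent cell viability in 1536-well qHTS format served as the measure of rescued growth in ts fusion-mutant S. cerevisiae cultured on non-fermentable YPEG for 48 hours at 37C.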
KCNH2 3.1 inh: KCNH2 3.1 (human) potassium channel inhibition; U2OS KCNH2 3.1, thallium flux FluxOr; stronger effect = lower value; activity change, % (tested at about 1.8 µM); hit rate 0.95% among 340,000; AID 720553;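 active = maximum activity change below -70%; inconclusive = maximum activity change from -70% to -50%; inactive = maximum activity change above -50%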;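 note: thallium influx rate constant from kinetic fluorescence after stimulation buffer; % is set by controls: 0 for no effect and ±100 for the full control effect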
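Kinetic fluorescence (2 min after stimulation buffer) measures Tl+ influx through KCNH2 3.1 expressed by viral transduction in U2OS cells; the rate constant is normalized against DMSO controls serving as positive and negative references.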
FLuc modulator: firefly luciferase modulation, counter-screen for miR-21 project; Potency, µM (top dose mostly 57.5 µM), for inactives: at the top dose activity change, negative = inhibition, usual class: inhibitors; P08659; hit rate 6.9% among 360,000; purified FLuc, Km substrates, luminescence inhibition;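 note: potency is the fitted concentration of half-maximal effect; plate controls were vehicle for no effect and reference inhibitor for full effect; nearly all actives have a fitted effect of over 55% in size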
Target sequence (P08659 whole entry, looked up): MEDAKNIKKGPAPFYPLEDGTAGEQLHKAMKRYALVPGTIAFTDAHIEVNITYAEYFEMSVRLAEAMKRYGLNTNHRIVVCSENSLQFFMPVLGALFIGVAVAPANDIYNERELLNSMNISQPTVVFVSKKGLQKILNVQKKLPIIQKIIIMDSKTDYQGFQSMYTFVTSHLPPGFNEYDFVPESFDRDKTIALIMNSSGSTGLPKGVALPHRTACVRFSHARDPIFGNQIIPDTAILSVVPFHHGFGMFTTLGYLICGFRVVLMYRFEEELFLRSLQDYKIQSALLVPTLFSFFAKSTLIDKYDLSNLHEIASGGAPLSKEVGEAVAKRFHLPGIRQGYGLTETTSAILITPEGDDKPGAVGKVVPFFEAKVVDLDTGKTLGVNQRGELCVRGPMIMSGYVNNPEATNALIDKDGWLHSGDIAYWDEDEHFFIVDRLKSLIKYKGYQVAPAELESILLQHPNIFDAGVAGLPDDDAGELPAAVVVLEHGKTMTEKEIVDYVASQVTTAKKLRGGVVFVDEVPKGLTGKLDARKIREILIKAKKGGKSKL
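Purified P. pyralis luciferase, 10 nM final, with Km-level 10 uM D-luciferin and 10 uM ATP in 50 mM Tris acetate pH 7.5, 10 mM Mg acetate, 0.01% Tween-20, 0.05% BSA; 6-point qHTS titration about 60 µM downward; luminescence read.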
The depositor's hits bear a star; ? = inconclusive; . = no result given; & = joins results of further samples; [ ] = dose if it differs, or a comment. Unless noted, calls come from the whole dose curve; as a rule, active = well fitted curve in the direction sought with a large enough effect; inconclusive = small, poorly fitted or top-dose-only effect, or another doubt; inactive = no such curve, though single readings can be large; an effect the other way counts as inactive or inconclusive. Only part of the results is shown (hit frequency here may not be typical).

SMILES	NPC1 promoter act	PKM2 act	MBNL1-CUG inh	Gal4-VP16 FLuc	Menin MLL FP TR	Rab9 prom act	RORgamma inh	ELG1 DNA repair	Mito fusion yeast	KCNH2 3.1 inh	FLuc modulator
COc1cc2c(O)c3c(c(-c4ccc5c(c4)OCO5)c2cc1OC)C(=O)OC3	-19%	-1%	0%	2%	32%[activator]	-22%	?	?	0%	-1	0%
CN(C)S(=O)(=O)Nc1ccc(Br)cc1F	1%	-12%	0%	-7%	6%	-4%	0%	11%	-4%	-5	2%
Cc1ccc2c(c1)CCCN2C(=O)c1cc(C)c(C)s1	9%	.	.	.	.	3%	.	11%	12%	23	-18%
CC1CN(C(=O)Cn2cc(S(=O)(=O)CC(=O)N3CCOCC3)c3ccccc32)CC(C)O1 (stereo unspecified)	-2%	-3%	-4%	4%	.	0%	-6%	17%	-2%	3	0%
COc1ccc(/C=N/NC(=O)c2c(C)nc3ccccn23)cc1[N+](=O)[O-]	0%	-2%	?	1%	.	5%	40%	9%	-4%	-2	-1%
O=C(Nc1cccc(-c2nc3ccccc3[nH]2)c1)c1ccc(C(=O)Nc2cccc(-c3nc4ccccc4[nH]3)c2)cc1	?	-1%	-9%	2.8µM*	55%[activator]	?	2µM*	?	-18%	1	12µM*
COc1ccc(NC(=O)c2cc([N+](=O)[O-])ccc2N2CCCC2)cc1S(N)(=O)=O	-2%	.	.	.	.	3%	.	-15%	-1%	-8	0%
Cc1ccc(NC(=O)CN2C(=O)NC(C)(c3ccc(Cl)cc3)C2=O)cc1 (stereo unspecified)	-3%	1%	-5%	-8%	41%[activator]	-2%	40%	-14%	4%	-8	1%
C=CCn1c(SCn2nnc3ccccc3c2=O)nnc1-c1ccc(Br)cc1	-3%	4%	4%	3%	-14%	13%	?	-2%	-26%	7	1%[2.3 µM]
CCCC1=C(C(=O)OCC)C(c2cccs2)n2ncnc2N1 (stereo unspecified)	-5%	-7%	-5%	-4%	.	-9%	-45%	0%	-13%	-3	1%
Cc1ccc(SCc2cc(=O)[nH]c(N3CCOCC3)n2)cc1	-2%	-1%	8%	-11%	-8%	6%	24%	?	0%	-4	1%
Cn1c(=O)n(CC(=O)O)c(=O)c2c1nc1n2CCS1	0%&-4%	-3%&-10%	-1%	1%&0%	-1%	-1%&-2%	6%&0%	6%&4%	3%&-1%	19&-1	0%&-1%
COc1cc2c(cc1OC)C(C)N(C(=O)Cn1ncc3c1-c1cc(C)ccc1OC3)CC2 (stereo unspecified)	-4%	2%	?	1%	-1%	-6%	-16%	18µM*	4%	2	6%
Cc1ccc2nc(SCCC#N)nc(C)c2c1	6%	-4%	-3%	15%	1%	6%	15%	17%	0%	-2	3%[2.3 µM]
c1ccc(CN2CCN(CCN3CCn4c3nc3ccccc34)CC2)cc1	1%	1%	-7%	-1%	-7%	2%	-42%	5%	-5%	-47	2%
COc1cccc(C(=O)NCC(=O)N2CCC3(CC2)NCCc2[nH]cnc23)c1	1%	.	-2%	-1%	.	-2%	-6%	4%	-3%	21	0%
Cc1ccc(/C=N/N2CCN(Cc3ccccc3)CC2)s1	18%	2%	-5%	-15%	-1%	17%	43%	?	-4%	2	?
COc1c(C)cccc1C(=O)Nc1ccc(CN2CCOCC2)cc1	3.2µM*	-7%	-3%	?	-10%	2.5µM*	1%	?	-1%	17	17µM*
COC(=O)[C@]1(CC(C)C)N[C@H](c2ccc(-c3cccc(Cl)c3)cc2)[C@@H]2C(=O)N(C)C(=O)[C@@H]21	-4%	.	.	.	.	-10%	.	-13%	?	-31	-9%
CCCCNC(=S)N(C)/N=C/c1ccc(F)cc1	9%	-3%	-11%	?	9%	0%	11µM*	24%	-9%	-40	-1%
CCCCCn1c(SCCCC)nc2c1c(=O)[nH]c(=O)n2C	-2%	1%	-2%	13%	-2%	-3%	-6%	10%	?	-6	-1%
COCC1CCCCN1Cc1cn[nH]c1-c1ccc(OC)cc1OC (stereo unspecified)	0%	4%	8%	9%	16%	-6%	-8%	11%	2%	7	13%
O=C(CN1CCN(c2ccccc2)CC1)N1N=CCC1c1ccccc1 (stereo unspecified)	-6%	-3%	0%	-3%	.	-1%	1%	-4%	2%	-6	0%
COc1ccc(Nc2c(C)cccc2C)cc1	-1%	-5%	-5%	-28%	-1%	-3%	31%	?	-4%	1	-3%
COc1ccc(C)cc1NC(=O)CSc1nnnn1Cc1ccccc1	0%	11%	?	-8%	0%	-4%	24%	-4%	4%	13	0%
Following part
SMILES	NPC1 promoter act	PKM2 act	MBNL1-CUG inh	Gal4-VP16 FLuc	Menin MLL FP TR	Rab9 prom act	RORgamma inh	ELG1 DNA repair	Mito fusion yeast	KCNH2 3.1 inh	FLuc modulator
N=Nc1c(O)n(CC(=O)Nc2ccccc2)c2ccccc12	2%	0%[11.5 µM]	29%	-20%	20%	-7%	?	1%	-1%	14	-7%
O=C1Nc2ccccc2/C1=C\C(=O)c1ccccc1	-5%	.	-6%	?	22%	-1%	13µM*	?	-38%[inhibitor]	-5	?
C/C(CC(=O)NC1CCCC1)=N\NC(=O)c1ccc([N+](=O)[O-])c(Cl)c1	-2%	-16%	-3%	-94%	-1%	1%	?	-3%	-4%	2	-1%
COC(=O)C1C(O)=C(C=Nc2ccc(N)cc2)C(=O)CC1(C)C (stereo unspecified)	-3%	7%	?	15%	?	2%	11%	1%	-1%	16	-3%
CC1(C)CC(NC(=O)CCc2ccccc2)CC(C)(C)N1	2%	1%	7%	-2%	12%	-6%	1%	-6%	2%	2	2%
COc1cc2nc(-c3ccc(Br)o3)oc(=O)c2cc1OC	-3%	0%	-12%	-10%	-2%	2%	15%	10%	3%	-22	3%
c1cnc(NC2CCCCCC2)nc1	0%	-2%	-4%	0%	8%	2%	-14%	17%	-1%	5	0%
O=C(N/N=C1\CCc2ccccc21)c1ccccc1O	0.63µM*	-27%	1%	?	0%	0.79µM*	?	?	-2%	3	1.7µM*
CCOC(=O)C1(CC)Oc2ccccc2C(c2ccc(OC)cc2)=C1C(=O)OC (stereo unspecified)	.	.	.	-16%	-2%	.	4%	?	.	-15	.
Cc1cccc(NC(=O)C(C)N2C(=O)c3ccccc3S2(=O)=O)n1 (stereo unspecified)	8%	.	.	.	.	-1%	.	26%	5%	-3	-1%
CCOc1ccc(N(C(C)C(=O)N2CCOCC2)S(C)(=O)=O)cc1 (stereo unspecified)	-1%	-8%	-1%	-4%	-2%	2%	8%	-2%	2%	-1	6%
O=C(COC(=O)Cn1cnc2ccccc2c1=O)Nc1cc(Cl)ccc1[N+](=O)[O-]	1%	-4%	?	5%	9%	-4%	-15%	1%	0%	5	0%
CC(C)c1ccc(/C=C/C(=O)NCCC2=CCCCC2)cc1	0%	3%	-2%	-27%	-1%	-4%	?	-3%	6%	-30	?
COc1ccc(CN2CCNC(=O)C2CC(=O)N(C)Cc2nc(C)cs2)c(OC)c1 (stereo unspecified)	-3%	-1%	1%	.	-9%	0%	.	0%	0%	6	-1%
Cc1c(C(=O)Nc2c(C)n(C)n(-c3ccccc3)c2=O)oc2c(Cl)cccc12	1%	-4%	6%	-5%	.	-6%	-19%	4%	-2%	3	2%
CCCN(CCO)Cc1ccc2ccccc2c1	-2%	1%	2%	-1%	-7%	4%	-11%	-2%	3%	13	5%
CCCC(=O)C1C(=O)CC(C)(C)C(c2cc(C)no2)C1=O (stereo unspecified)	-5%	0%	-11%	-2%	-15%	2%	-19%	2%	-2%	4	0%
N#CCc1ccc(NC(=O)c2cc(S(=O)(=O)N3CCOCC3)ccc2Cl)cc1	0%	-10%	1%	-3%	.	-3%	24%	-13%	1%	8	3%
NCC(O)CN1CCN(Cc2ccccc2)CC1 (stereo unspecified)	2%	.	4%	3%	-1%	-3%	-6%	3%	-4%	-4	0%
O=C(Nc1ccc(-n2cc(Br)cn2)cc1)c1ccncc1	1%	?	-3%	-1%	38%[activator]	6%	?	-20%	0%	-4	-4%
CCC(=O)Nc1ccc(N2CCN(C(=O)c3cccs3)CC2)cc1	0%	-2%	-1%	-3%	0%	1%	15%	0%	-3%	7	-1%
CC12CCC(C(N)=O)(C1Br)C2(C)C (stereo unspecified)	3%	-16%	2%	-8%	-10%	0%	29%	16%	5%	5	1%
COc1ccc(-c2nc(CNS(=O)(=O)c3ccc(OC)c(OC)c3)cs2)cc1	1%	0%	9%	4%	3%	-5%	-24%	-16%	-2%	-114*	3%
O=C(NC1CCCCC1)c1cccs1	5%	1%	-24%	4%	-3%	4%	-4%	?	2%	9	-7%
